Screening data as filed in PubChem.
Vif-A3G inh – inhibitors of Vif-APOBEC3G interaction. Q9HC16. HeLa A3G-eYFP + Vif (tagged APOBEC3G with the HIV-1 protein that degrades it), YFP fluorescence, overnight. Potency, µM (titrated, usually from 46.1 µM), for inactives: at the top dose activity, negative = active, hits mostly inhibitors. actives 0.076% (n = 410,000). AID 602310;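 also: potency is read from the fitted curve at half-maximal effect; % is scaled to controls: 0 for no effect and ±100 for the full control effect; nearly all actives have a fitted effect of over 60% in size; hits raise eYFP signal because A3G escapes Vif-driven loss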
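HeLa cells stably expressing Vif and C-terminally eYFP-tagged A3G, seeded overnight at 37 deg C, then exposed to compound by pintool overnight at 37 deg C. Rise in yellow fluorescence (Ex 488/Em 500-530, Acumen) marks blocked Vif-driven A3G degradation.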
Vif-APOBEC3F blk – Vif-A3F binding inhibition; actives 0.2% (n = 390,000); Potency, µM (highest dose often 46.1 µM), for the others: top-dose activity, negative = active; AID 602313; HeLa A3F-eYFP + Vif (tagged APOBEC3F with the HIV-1 protein that degrades it), YFP fluorescence increase; also: potency is read from the fitted curve at half-maximal effect; % of control where 0% means no effect; nearly all actives have a fitted effect of over 65% in size
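HeLa cells stably expressing Vif plus C-terminally eYFP-tagged A3F were seeded, incubated overnight at 37 deg C, dosed with compound, incubated overnight again at 37 deg C. Yellow fluorescence (Ex 488/Em 500-530) reported blocked Vif-mediated A3F-eYFP degradation.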
LDHA inh – LDHA (human) enzyme inhibition. P00338. actives 0.15% (n = 480,000). activity change, % (values are at about 110 or 230 µM). purified LDHA, NADH/diaphorase-resazurin fluorescence; hits give low values. AID 1347041; in the data active = activity change below about -30%; inconclusive = mostly about -25% to -30%;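 also: plate controls were DMSO wells for no effect and wells without enzyme for full effect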
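Remaining NADH was detected by diaphorase (0.133 mg/mL) converting 37 µM resazurin to fluorescent resorufin, read at 0 and 20 minutes. The preceding 5-minute room-temperature reaction used 2 nM LDHA, 0.2 mM sodium pyruvate and 0.06 mM NADH at pH 7.4.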
D1 antag – blocks dopamine activation of the human D1 receptor; P21728; HEK293 TREx D1 cells, calcium flux, dopamine EC80; hits give low values; activity change, negative = inhibition, % at 10 µM; actives 3.2% (n = 360,000); in the data active = activity change below about -30%; also: % is scaled to controls: 0 for no effect and ±100 for the full control effect
Target sequence (P21728 whole entry, looked up): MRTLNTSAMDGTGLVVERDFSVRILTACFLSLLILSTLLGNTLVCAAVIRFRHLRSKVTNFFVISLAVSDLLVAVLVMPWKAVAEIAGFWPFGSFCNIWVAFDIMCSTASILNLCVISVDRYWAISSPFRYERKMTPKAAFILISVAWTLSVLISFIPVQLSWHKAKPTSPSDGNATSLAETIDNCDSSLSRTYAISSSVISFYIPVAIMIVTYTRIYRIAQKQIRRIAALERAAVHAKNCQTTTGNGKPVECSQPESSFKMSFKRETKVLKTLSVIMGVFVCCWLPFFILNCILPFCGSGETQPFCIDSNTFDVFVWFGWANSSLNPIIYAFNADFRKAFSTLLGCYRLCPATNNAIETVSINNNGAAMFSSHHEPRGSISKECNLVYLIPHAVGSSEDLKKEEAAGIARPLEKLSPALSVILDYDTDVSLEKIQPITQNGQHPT
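Inducible Hek293 Trex D1 cells (tetracycline, overnight, 30 C). Calcium dye 30–90 min RT. Antagonist mode: EC80 dopamine added after 180 s compound read.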
D1 agonist – human D1 receptor agonism; P21728; HEK293 T-REx D1 cells, calcium flux, agonist mode; activation, % at 2 µM; actives 1% (n = 360,000); in the data active = activation above about 30%; also: 0% is about no effect
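Inducible HEK293 T-REx D1 cells, force-coupled to calcium signalling, were plated at 4000 cells/well with tetracycline and held overnight at 30 C. After no-wash calcium dye loading, compound-evoked calcium rise over 180 s flagged agonists.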
D1 PAM – human D1 dopamine receptor positive modulation; P21728; HEK293 TREx D1 cells, calcium flux, dopamine EC20 potentiation; potentiation, % at 10 µM; actives 0.036% (n = 360,000); in the data active = potentiation above about 30%; also: 0% is about no effect
D2 PAM – positively modulates the human D2 dopamine receptor allosterically. HEK293 T-REx D2, calcium flux, EC20 dopamine potentiation. P14416. actives 0.34% (n = 340,000). potentiation, % at 10 µM;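 active = potentiation over 3 SD above the plate norm, cut at about 30% in these data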; also: 0% is about no effect
Target sequence (P14416 whole entry, looked up): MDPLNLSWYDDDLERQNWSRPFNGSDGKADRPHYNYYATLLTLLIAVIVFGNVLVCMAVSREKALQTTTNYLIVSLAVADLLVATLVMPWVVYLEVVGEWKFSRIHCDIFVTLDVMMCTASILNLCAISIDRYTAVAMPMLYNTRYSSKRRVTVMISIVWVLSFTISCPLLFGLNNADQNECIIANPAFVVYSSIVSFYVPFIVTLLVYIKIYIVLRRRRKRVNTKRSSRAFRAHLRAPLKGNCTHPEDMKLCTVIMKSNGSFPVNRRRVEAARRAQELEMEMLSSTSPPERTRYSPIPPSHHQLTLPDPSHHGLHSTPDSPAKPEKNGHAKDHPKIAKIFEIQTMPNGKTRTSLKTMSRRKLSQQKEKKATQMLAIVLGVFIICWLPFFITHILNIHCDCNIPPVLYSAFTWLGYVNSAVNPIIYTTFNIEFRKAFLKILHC
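Primary screen. Calcium kinetics in induced HEK293 T-REx D2 cells: compound pre-addition 180 s, EC20 dopamine, 180 s more.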
Glioma ERSR ind – ER stress response induction in glioma; U87-MG GRP78 promoter luciferase reporter, 16 h; Potency, µM, inactives show at the highest dose activation, most hits filed as activators; actives 0.02% (n = 420,000); also: potency is read from the fitted curve at half-maximal effect; series mostly up to about 76 µM; % of control where 0% means no effect; nearly all actives have a fitted effect of over 35% in size
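Stably transfected U87-MG glioma cells carrying a GRP78-based luciferase sensor; 16 h compound incubation. Luminescence end-point read 10 min after Bright-Glo addition at room temperature.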
RXFP1 agonist – activates the human relaxin receptor RXFP1. Q9HBX9. HEK293T-RXFP1 cAMP TR-FRET, 30 min; response scale: percent of porcine relaxin response, buffer zero. Potency, µM (series often up to 57.5 µM), for inactives: at the top dose activation, actives largely listed as activators. actives 0.3% (n = 370,000). AID 2676; also: potency is read from the fitted curve at half-maximal effect; % is scaled to controls: 0 for no effect and ±100 for the full control effect; nearly all actives have a fitted effect of over 60% in size; many of its hits are not listed in these tables
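HEK293 cells stably expressing RXFP1, treated 30 min at 37C with compounds plus PDE4 inhibitor Ro 20174; cAMP measured by HTRF TR-FRET. Normalized to buffer and 29 nM porcine relaxin; EC50 by Hill fit.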
An asterisk follows results filed as active; ? = inconclusive; . = not tested or not shown; & = joins results of further samples. Unless noted, calls follow the shape of the dose curve; as a rule, active = well fitted curve in the direction sought with a large enough effect; inconclusive = small, poorly fitted or top-dose-only effect, or another doubt; inactive = no such curve, though single readings can be large; an effect the other way counts as inactive or inconclusive. Some of the compounds tested, so the mix of outcomes need not match the whole.

SMILES	Vif-A3G inh	Vif-APOBEC3F blk	LDHA inh	D1 antag	D1 agonist	D1 PAM	D2 PAM	Glioma ERSR ind	RXFP1 agonist
O=C(c1ccccc1)C(CN1CCCC1)c1ccccc1 (stereo not drawn)	?	-9%	-8	-5	3	-5	15	-15%	0.0%
COC(=O)C1=C(c2ccc(C(C)=O)cc2)C[C@@H]2CC[C@H]1N2C(=O)N1CCCCC1	2%	-7%	0	1	0	3	-8	-3%	2.7%
FC(F)(F)c1cccc(C2NCc3ccccc3-n3cccc32)c1 (stereo not drawn)	-6%	?	0	2	4	0	-4	-4%	-1.3%
CCOc1ccc(Br)c(C2(O)CC(C)N(C)CC2C)c1 (stereo not drawn)	1%	-4%	-4	-3	10	-6	-8	1%	-0.4%
CCOC(=O)C1(CCOc2ccccc2)CCN(C2Cc3ccccc3C2)CC1	0%	-14%	-5	0	4	-2	-7	0%	2.2%
COc1ccc(Cn2c(O)c(/C=C3/C=CC=N3)c(=O)[nH]c2=O)cc1	-8%	?	-9	-14	1	-5	-6	-1%	-0.6%
CC(=O)O[C@H]1CC[C@@]2(C)C(=CC(=O)C3C2CC[C@@]2(C)C3C[C@H](OC(C)=O)[C@@H]2OC(C)=O)C1 (stereo partly drawn)	0%	4%	-5	.	.	.	.	-2%	.
Nc1c(Br)cc([N+](=O)[O-])cc1[N+](=O)[O-]	-3%	-3%	-7	.	0	-4	9	-3%	0.9%
CC(C(N)=O)N1CC(c2ccccc2)CC1=O (stereo not drawn)	-2%	.	-4	0	3	3	-19	-4%	2.3%
CCOc1ccccc1CN1CCCC(C(=O)c2cc(F)ccc2F)C1 (stereo not drawn)	-1%	?	-2	3	6	3	.	-7%	-0.6%
CCC(CC)C1C(C#N)=C(N)Oc2c1c(=O)oc1ccccc21 (stereo not drawn)	?	7%	-11	-21	5	-4	-10	-6%	0.8%
COC(=O)Cn1cc(C=C2C(=O)NC(=O)NC2=O)c2ccccc21	-10%	-1%	-5	-19	6	4	-9	-6%	-4.0%

Reformatted bar-delimited: 3 of the compounds above.
compound | Vif-A3G inh | Vif-APOBEC3F blk | LDHA inh | D1 antag | D1 agonist | D1 PAM | D2 PAM | Glioma ERSR ind | RXFP1 agonist
CC(C(N)=O)N1CC(c2ccccc2)CC1=O (stereo not drawn) | -2% | . | -4 | 0 | 3 | 3 | -19 | -4% | 2.3%
CCOc1ccccc1CN1CCCC(C(=O)c2cc(F)ccc2F)C1 (stereo not drawn) | -1% | ? | -2 | 3 | 6 | 3 | . | -7% | -0.6%
CCC(CC)C1C(C#N)=C(N)Oc2c1c(=O)oc1ccccc21 (stereo not drawn) | ? | 7% | -11 | -21 | 5 | -4 | -10 | -6% | 0.8%

(cont.)
SMILES	Vif-A3G inh	Vif-APOBEC3F blk	LDHA inh	D1 antag	D1 agonist	D1 PAM	D2 PAM	Glioma ERSR ind	RXFP1 agonist
CN(C)C=C1C(=O)N(C2CCCCC2)C(=O)N(C2CCCCC2)C1=O	-20%	?	-8	-4	1	2	-5	-2%	0.1%
CC(C)(C)P(=O)(c1ccncc1)N1CCCC1 (stereo not drawn)	0%	-10%	-6	2	3	-1	16	-2%	0.6%
CCOP(=O)(OCC)OCC	-1%	-1%	-6	.	-1	0	-3	-4%	-0.1%
CC(=O)Nc1ccc(N=Cc2c(O)n(Cc3ccco3)c(=O)[nH]c2=O)cc1	2%	4%	-11	-1	2	0	3	-4%	3.9%
O=C1NC(=S)N(c2ccccc2)C(=O)C1C(c1ccncc1)C1C(=O)NC(=S)N(c2ccccc2)C1=O (stereo not drawn)	-1%	-1%	-10	14	4	-1	2	-2%	-0.6%
COc1cc(C(=O)Nc2ccc(Br)cc2C(=O)c2ccccc2)cc(OC)c1OC	-1%	-4%	-1	8	-1	-3	7	-5%	-0.5%
CNP(=S)(NC)OCCOc1ccc(OC)cc1	-4%	1%	-5	-3	2	2	-2	-2%	2.4%
CC(=NCc1ccc2c(c1)OCO2)c1c(O)n(C)c(=O)n(C)c1=O	-2%	-7%	-1	10	0	-4	-5	-2%	2.6%
Cn1c(O)c(C=Nc2ccc(Br)cc2)c(=O)n(C)c1=O	0%	-6%	-10	-10	1	-15	9	-4%	-0.4%
CN1CCC(O)(c2ccccc2)C2CCCC21 (stereo not drawn)	3%	-10%	-4	-9	3	1	-1	-4%	0.7%
O=c1[nH]c(=O)n(Cc2ccccc2)c(O)c1/C=C1\C=Nc2ccccc21	0%	?	1	11	1	-6	-3	1%	-0.3%
C[C@]12CC[C@H](OS(=O)(=O)O)CC1=CC[C@@H]1[C@@H]2CC[C@]2(C)C(=O)CC[C@@H]12	-2%&1%&-4%	-2%&6%&4%	-10&-15&-6	-2&3	3&-1	0&-6	0&14	-2%&-1%&-2%	4.2%&3.7%
CC1CCCC(NC(=O)COC(=O)Cc2ccccc2)C1C (stereo not drawn)	1%	7%	-2	-5	3	3	-5	-4%	-0.4%
COc1ccccc1C=C1C(=O)NC(=S)NC1=O	1%	-31%	-57*	.	.	.	.	-9%	.
CNC(C(=O)c1ccccc1)C(OC(C)=O)c1cccc([N+](=O)[O-])c1 (stereo not drawn)	3%	-10%	0	5	1	-8	2	-2%	-0.3%
CC1(C)CN=C(Nc2nc3ccccc3s2)S1	-5%	2%	-4	3	2	0	.	0%	1.5%
O=c1[nH]c(=O)n(Cc2ccc(F)cc2)c(O)c1C=NCCN1CCCCC1	2%	4%	-7	-4	3	1	-5	2%	1.6%
Cc1ccc(C(=O)N2CC2C)cc1 (stereo not drawn)	1%	1%	-6	.	.	.	.	-3%	.
Cc1ccc(N2C(=O)NC(=O)/C(=C\c3ccc([N+](=O)[O-])o3)C2=O)cc1	.	.	.	0	7	-3	-2	.	2.2%
CO[C@H]1C=C2CCN(C)[C@H]2C2c3cc4c(cc3C(=O)O[C@@H]21)OCO4 (stereo partly drawn)	1%	11%	-4	-13	-1	-3	-1	-4%	-0.3%
C1CCC(NC2CCCCC2)CC1	3%	1%	-2	.	1	-2	8	0%&-5%	1.7%
O=C(CN1CC=C(c2ccccc2)CC1)NC(=O)NCc1ccco1	-1%	3%	1	-8	0	-2	-17	-5%	0.4%
CCOC(=O)C1C2NC(=O)N(Cc3ccccc3)C1(C)Oc1c(OC)cccc12 (stereo not drawn)	1%	4%	-6	5	3	6	6	-5%	-0.3%
C[C@]12CCC3C(CC[C@H]4C[C@H](O)CC[C@]34C)C1[C@@H](O)C[C@@H]2O (stereo partly drawn)	3%	2%	-5	.	.	.	.	-2%	.
O=c1cccc2n1CC1CC2CN(S(=O)(=O)c2ccccc2)C1 (stereo not drawn)	2%	0%	2	25	1	-7	-1	-2%	1.8%
CCOC(=O)c1c(C=O)c2ccccc2n1Cc1ccccc1F	-3%	4%	1	7	14	5	-7	-5%	3.7%
COC(=O)C1=C(c2ccc(Cl)c(C(F)(F)F)c2)C[C@@H]2CC[C@H]1N2C(=O)NCCOc1ccccc1Cl	-7%	-4%	2	13	5	-1	-1	2%	-0.6%
O=C(Nc1ccc2c(c1)OCCO2)c1cccn(Cc2cccc(F)c2)c1=O	3%	-7%	-1	.	1	2	16	1%	2.5%
CN1CC[C@@]23CCCC[C@@H]2[C@@H]1Cc1ccc(O)cc13	2%	-7%	-4	-32*	7	-3	.	-3%&-3%	2.6%
O=C(c1ccc(Cl)cc1)C1CCCN(Cc2cccc3cnccc23)C1 (stereo not drawn)	1%	-14%	0	-6	0	-2	-7	-6%	-2.3%
C(#CCN1CCCC1)CN1CCCC1	0%	5%	-9	11	2	-2	-3	-4%&-4%	0.3%
Clc1cccc(Cl)c1NC1=NCCS1	1%	-2%	6	.	.	.	.	-6%	.
CC(C)n1c(=O)c(C=Nc2ccc(Br)cc2)c(O)n(Cc2ccco2)c1=O	-13%	-13%	0	14	3	3	-16	-6%	0.1%
CN(C)c1ccc(/C=C2\C(=O)NC(=O)N(Cc3ccc(F)cc3)C2=O)cc1	0%	-24%	0	-13	5	-3	3	-2%	-2.4%
CCOP(=O)(OCC)C(O)c1ccc(N(C)C)cc1 (stereo not drawn)	1%	1%	-1	12	1	-2	-6	-5%	-5.3%
C=CCn1c(O)c(C(CC)=Nc2ccccc2NC(C)=O)c(=O)[nH]c1=O	-2%	-7%	4	-3	0	-3	-23	7%	-0.6%
CN(C)C(=O)Oc1ccc2c(c1)O/C(=C\c1ccccc1)C2=O	-6%	2%	-11	3	1	-4	0	3%	3.2%
O=C1CN=C(c2ccccc2)c2cc(Cl)ccc2N1Cc1ccc(Cl)cc1	-2%	-15%	-3	7	-1	-2	5	4%	-0.1%
COC(=O)c1ccc(N2C(=O)CC(N3CCC(n4c(=O)[nH]c5ccccc54)CC3)C2=O)cc1 (stereo not drawn)	2%	0%	-2	-20	3	-4	12	-1%	0.7%
O=C(CCCc1ccc(N(CCCl)CCCl)cc1)NCc1ccccc1	-17%	-29%	6	.	.	.	.	-4%	.
COCCCNC(=O)c1c(NC(=O)c2ccco2)n(Cc2ccccc2)c2nc3ccccc3nc12	?	.	23	0	7	2	-4	-1%	4.2%
NC(=O)c1cn(C2CCCCC2)c2ccccc2c1=O	-2%	0%	-10	15	1	6	0	-7%	3.9%
O=C(N/N=C/c1c(O)n(-c2ccccc2)c(=O)[nH]c1=O)c1ccncc1	-1%	5%	10	-7	5	-3	-2	2%	2.1%
COC(=O)Nc1nc2ccccc2[nH]1	-28%	1%	-3	.	.	.	.	-4%	.
O=C(O)c1cccc2c1NC(C(=O)O)C1CC(Sc3ccccc3[N+](=O)[O-])C(Cl)C21 (stereo not drawn)	0%	-3%	13	14	6	2	9	-6%	-2.4%
CCc1nn(CC(=O)N2CCC3(CC2)OCCO3)c(=O)c2cccn12	5%	2%	-16	-6	0	2	-2	-6%	-1.0%
CCC(CO)(C(=O)OC1CC2CCC(C1)N2C)c1ccccc1 (stereo not drawn)	1%	-4%	-8	1	2	-1	9	-3%	1.1%
CC1=NN(c2ccccc2)C(=O)C1/C=C1/C(=O)NC(=O)N(c2cccc(C)c2)C1=O (stereo not drawn)	.	.	.	13	3	-5	.	.	-3.1%
